# mIAP act = mouse IAP activation; muIAP, CDP-Star luminescence, 30 min; hits give high values; 1 = vehicle-only enzyme signal, 0 = enzyme-free wells; activation factor at 10 µM; actives 0.24% (n = 330,000); AID 2805;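 active = activation factor of at least 2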; note: the source names both 10 and 20 µM as test concentration; values of inactives mirror those of a sister screen read the other way
#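 also added = chemiluminescent substrate CDP-Star | test system = mouse IAP enzyme | signal = chemiluminescence readout | compound = DMSO-dissolved test compounds | incubation = 30 min at room temperature | benchmarks = DMSO wells, no-enzyme wells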
# mIAP block = blocks mouse intestinal alkaline phosphatase; actives 0.2% (n = 330,000); inhibition, % at 10 µM; purified mouse IAP, CDP-Star luminescence, 30 min;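 active = inhibition of at least 40% at 10 µM in the primary screen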;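 note: plate controls were DMSO with enzyme for no effect and no enzyme wells for full effect; values of inactives mirror those of a sister screen read the other way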
# GRIN3A LBD mod = NR3A (human) ligand-binding domain modulation; AID 1259313; NR3A LBD differential scanning fluorimetry, Tm shift; 0% = protein alone, 100% = glycine-bound protein; actives 2.5% (n = 340,000); Tm shift relative to glycine control, % at 25 µM;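 active = melting temperature shift of at least 10% of the positive control shift, at one fixed dose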
# hIAP activ = human IAP activation; P09923; purified human IAP, CDP-Star luminescence, 30 min; hits give high values; 1 = vehicle-only enzyme, 0 = enzyme-free background; activation factor at 10 µM; actives 0.16% (n = 330,000); AID 2524;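 active = activation factor of the enzyme at least 2-fold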; note: the source names both 10 and 20 µM as test concentration; values of inactives mirror those of a sister screen read the other way
# Target sequence (P09923 whole entry, looked up): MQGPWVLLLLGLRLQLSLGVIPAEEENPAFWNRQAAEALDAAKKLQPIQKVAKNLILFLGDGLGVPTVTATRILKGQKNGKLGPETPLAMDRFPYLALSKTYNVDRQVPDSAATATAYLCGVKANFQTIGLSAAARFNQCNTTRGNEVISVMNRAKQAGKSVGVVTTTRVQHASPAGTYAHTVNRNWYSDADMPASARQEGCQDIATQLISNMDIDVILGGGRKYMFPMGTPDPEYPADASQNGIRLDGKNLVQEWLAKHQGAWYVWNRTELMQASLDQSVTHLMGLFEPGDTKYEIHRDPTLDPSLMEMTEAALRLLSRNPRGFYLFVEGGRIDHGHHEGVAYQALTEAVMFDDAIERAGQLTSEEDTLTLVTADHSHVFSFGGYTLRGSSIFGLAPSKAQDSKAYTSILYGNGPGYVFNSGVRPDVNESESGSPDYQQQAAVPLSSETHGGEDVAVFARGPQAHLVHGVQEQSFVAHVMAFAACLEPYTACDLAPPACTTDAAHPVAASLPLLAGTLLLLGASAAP
# MPTP inh = inhibitors of mitochondrial permeability transition pore | actives 1.4% (n = 360,000) | isolated mouse mitochondria, Ca2+ swelling absorbance, 30 min | inhibition, % at 10 µM;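 active = inhibition of 50% or more, scaled per plate between neutral and stimulator controls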;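 note: 0% = DMSO wells given calcium and 100% = 1 mM EGTA wells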
# A3G deaminase = APOBEC3G (human) deaminase inhibition; AID 493012; actives 0.28% (n = 330,000); inhibition, % at 20 µM; recombinant A3G, ssDNA deamination FAM/TAMRA fluorescence; Q9HC16;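 active = inhibition of at least 40% at 20 µM, with no more than 30% in the related APOBEC3A deaminase screen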;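 note: plate controls were DMSO wells with A3G for no effect and wells lacking A3G enzyme for full effect; some compounds called inactive have numbers as strong as hits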
# Target sequence (Q9HC16 whole entry, looked up): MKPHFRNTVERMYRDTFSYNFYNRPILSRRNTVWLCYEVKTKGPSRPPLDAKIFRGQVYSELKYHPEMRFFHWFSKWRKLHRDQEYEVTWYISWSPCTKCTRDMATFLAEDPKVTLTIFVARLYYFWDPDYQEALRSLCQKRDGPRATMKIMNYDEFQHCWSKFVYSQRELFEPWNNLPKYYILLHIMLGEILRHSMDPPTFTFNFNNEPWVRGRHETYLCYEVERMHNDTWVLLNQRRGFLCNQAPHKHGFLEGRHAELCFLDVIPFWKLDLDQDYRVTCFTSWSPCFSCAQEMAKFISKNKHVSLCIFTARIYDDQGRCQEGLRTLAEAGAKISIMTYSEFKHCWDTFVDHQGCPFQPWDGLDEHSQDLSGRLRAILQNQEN
# MIN6 prolif = inducers of beta-cell replication in MIN6 cells. proliferation, % at 10 µM. AID 2380. actives 0.29% (n = 330,000). MIN6 cells proliferation, ATPlite luminescence, 48 h; cells starved in 0.2% serum; 100% = growth in 10% serum;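 active = compounds whose signal lies at least 3.5 SD above the mean of all wells on their plate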;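 note: 0% = DMSO-treated cells in low-serum medium and 100% = 10% serum control; some compounds called inactive have numbers as strong as hits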
# A3A deaminase = human APOBEC3A DNA deaminase inhibition. P31941. recombinant A3A, FAM/TAMRA ssDNA deamination fluorescence. inhibition, % at 20 µM. actives 0.41% (n = 330,000);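 active = at least 40% inhibition at 20 µM here, with at most 30% in a related deaminase screen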;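 note: plate controls were A3A with DMSO for no effect and wells lacking A3A enzyme for full effect; some results filed as inactive read as strong as hits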
# Target sequence (P31941 whole entry, looked up): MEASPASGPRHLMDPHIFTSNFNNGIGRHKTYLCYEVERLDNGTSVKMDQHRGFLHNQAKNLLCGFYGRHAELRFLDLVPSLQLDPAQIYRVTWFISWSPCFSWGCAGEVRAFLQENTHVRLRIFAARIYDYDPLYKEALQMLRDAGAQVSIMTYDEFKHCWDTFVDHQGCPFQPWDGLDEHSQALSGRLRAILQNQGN
# hIAP inh = human IAP inhibition. P09923. purified IAP, CDP-Star luminescence, 30 min. inhibition, % at 10 µM. actives 0.12% (n = 330,000);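 active = inhibition reaching a set limit with compound at 10 µM in the primary screen, cut at about 35% in these data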;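 note: plate controls were DMSO wells with enzyme for no effect and no-enzyme buffer wells for full effect; values of inactives mirror those of a sister screen read the other way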
# Active calls of the source: *; · = not tested or not shown.
SMILES,mIAP act,mIAP block,GRIN3A LBD mod,hIAP activ,MPTP inh,A3G deaminase,MIN6 prolif,A3A deaminase,hIAP inh
CC1(C)CC(=O)c2cc(N=C/C(C(=O)c3ccccc3)=C(\O)c3ccccc3)c(=O)oc2C1,0.976,2.4,-2.1,0.915,0.8,-8.1,-1.3,-2.4,8.5
O=P(Cc1ccccc1)(c1ccccc1)c1ccccc1,0.984,1.6,-0.6,1.03,0.2,-1.5,0.9,0.1,-2.6
COc1ccc(C)cc1NC(=O)CSc1nnc(-c2cc(C)[nH]n2)n1N,0.874,12.6,-3.0,1.19,-1.2,-2.9,-1.9,-2.3,-19.1
CCC(C)(C)NC(=O)C(OC(=O)c1ccco1)c1ccc(OC)cc1 (centres undefined),0.971,2.9,-0.9,0.967,0.3,-4.8,-0.7,-0.3,3.3
CCCCN(CCCC)CCCNC(=O)C1CC(c2ccc(C(F)(F)F)cc2)=NO1 (centres undefined),0.962,3.8,1.3,0.84,3.0,-4.7,-7.8,2.8,16.0
CC(C)C(NC(=O)c1ccc(S(=O)(=O)N2CCOCC2)cc1)c1nc2ccccc2[nH]1 (centres undefined),0.863,13.7,-1.4,0.975,-1.5,-5.9,-1.6,-4.4,2.5
O=C(Nc1ccccc1)NC1CCN(CCCN2C(=O)c3ccccc3C2=O)CC1,1.08,-8.0,·,1.08,-0.8,0.4,0.7,0.2,-8.5
O=C(CSc1ccccc1)NCC(c1ccco1)N1CCCCC1 (centres undefined),0.915,8.5,-0.2,0.895,-0.9,-0.4,-1.7,-0.4,10.5
CCCNC(=O)c1ccccc1NC(=O)Cc1ccc(OC)c(S(=O)(=O)N2CCOCC2)c1,0.993,0.7,-1.8,0.956,-3.4,-5.5,-4.3,0.9,4.4
CCOc1ccc(-n2nc(C(=O)NC3CCCCC3)c3ccccc3c2=O)cc1,1.03,-2.9,1.5,0.971,1.4,6.1,-0.3,1.9,2.9
CC(=O)c1ccc2c(c1)C1C=CCC1C(C(=O)O)N2 (centres undefined),0.527,47.3*,-0.6,0.878,0.7,85.3,0.7,98.1,12.2
CCOc1ccc(N2C(=O)/C(=C/c3ccccn3)SC2=S)cc1,0.914,8.6,-2.3,0.863,·,-9.2,-3.1,-3.0,13.7
CCOc1cccc(/C=N/NC(=S)NCCN2CCOCC2)c1O,1.09,-9.0,-0.8,1.74,0.0,-5.6,-6.4,-4.9,-73.6
CN(Cc1ccccc1)C(=O)CN1CCN(S(=O)(=O)c2ccc(Cl)c(Cl)c2)CC1,0.976,2.4,1.7,0.978,-1.1,-1.0,-5.8,1.5,2.2
O=[N+]([O-])c1ccc(/C=N/Nc2nc(N3CCCCC3)nc(N3CCCCC3)n2)cc1,0.832,16.8,2.8,0.956,2.8,-1.4,-6.3,1.5,4.4
N#CC1=C(N)Oc2cc(N)ccc2C1c1ccc(F)cc1 (centres undefined),1.04,-4.1,-4.9,1.08,1.2,-5.2,-1.3,-2.1,-8.0
COc1ccc(C)cc1S(=O)(=O)N1CCOCC1,0.909,9.1,-0.3,1,-1.0,-7.6,5.7,-6.0,-0.3
CCC(C)C(NC(=O)c1ccc(Cl)cc1)C(=O)O (centres undefined),0.984,1.6,-1.8,1.06,-0.9,-2.6,-3.1,-2.6,-5.7
Cc1cc(C)n(-c2ccc(NC(=O)C3CCN(Cc4ccccn4)CC3)cc2)n1,0.986,1.4,0.4,1.41,-0.3,-4.3,0.8,-3.7,-41.4
O=C(NCc1ccc(F)cc1)C1CCC(=O)N1C1CCCCC1 (centres undefined),0.981,1.9,-6.3,0.891,0.0,-2.6,0.1,1.5,10.9
O=C1CC(c2ccccc2)CC(O)=C1C=NCCN1CCNCC1 (centres undefined),0.937,6.3,-0.2,1.11,0.9,-2.3,-2.5,3.2,-10.7
Cc1ccc(S(=O)(=O)OCCC2=CC(=O)CCN2Cc2ccccc2)cc1,1.03,-2.6,-2.7,1.02,0.1,-5.6,2.2,-5.4,-2.0
COc1ccc(-c2ccc(SCC(=O)NCC3CCCO3)nn2)cc1OC (centres undefined),1.08,-7.6,0.7,1.26,0.1,-11.4,2.1,0.4,-26.5
CCCCSC1(SCCCC)N=C(N)C2(C#N)C(c3ccccc3)NC(C)=CC12C#N (centres undefined),0.975,2.5,-3.9,0.93,-2.6,-10.4,-0.8,-6.3,7.0
CC(=O)c1cccc(NC(=O)C2CCN(C(=O)c3cccs3)CC2)c1,0.981,1.9,-0.4,0.948,0.4,-7.0,-0.3,-4.0,5.2

# Quoted at random: 2 records from the list, in no set order.
SMILES,mIAP act,mIAP block,GRIN3A LBD mod,hIAP activ,MPTP inh,A3G deaminase,MIN6 prolif,A3A deaminase,hIAP inh
Cc1cc(C)n(-c2ccc(NC(=O)C3CCN(Cc4ccccn4)CC3)cc2)n1,0.986,1.4,0.4,1.41,-0.3,-4.3,0.8,-3.7,-41.4
O=[N+]([O-])c1ccc(/C=N/Nc2nc(N3CCCCC3)nc(N3CCCCC3)n2)cc1,0.832,16.8,2.8,0.956,2.8,-1.4,-6.3,1.5,4.4

# Continuation:
SMILES,mIAP act,mIAP block,GRIN3A LBD mod,hIAP activ,MPTP inh,A3G deaminase,MIN6 prolif,A3A deaminase,hIAP inh
COC(=O)c1cn(C(=O)c2cccs2)c2ccccc12,0.978,2.2,-0.3,0.84,12.3,-3.6,-1.7,-3.3,16.0
CC1CCCC(C)N1C(=O)COc1ccc(C(=O)N/N=C/c2ccc(C(=O)O)cc2)cc1 (centres undefined),0.974,2.6,-1.5,1.19,0.0,0.3,-0.3,3.9,-18.9
CNS(=O)(=O)c1ccc(NC(=O)C(CCSC)NC(N)=O)cc1 (centres undefined),1.04,-4.1,2.9,0.855,0.0,-5.2,-1.8,-2.8,14.5
COc1ccc(C2CC(c3ccc(OC)cc3)n3nc(N)nc3N2)cc1 (centres undefined),1.07,-6.8,-2.2,1,-1.9,-14.9,-3.6,-3.6,-0.3
CC1(C)COC(c2coc3ccccc3c2=O)OC1,0.909,9.1,6.9,0.871,-1.5,1.4,0.0,1.8,12.9
Cc1ccc(C)c(CS(=O)(=O)c2cn(CC(=O)N3CCC(C)CC3)c3ccccc23)c1,1.02,-1.9,4.4,0.932,2.7,-2.5,0.0,-3.7,6.8
CCOC(=O)c1ccc(Nc2nnc3nc(C)cc(C)n23)cc1,1.02,-2.1,-0.9,0.968,-0.7,-5.2,-1.6,1.8,3.2
CC(=O)Nc1ccccc1NC(=O)CC(C)(C)C,1.06,-5.7,1.7,0.989,0.6,2.0,-0.5,-1.9,1.1
CCCN1Cc2cccc(C(=O)NCc3ccc4c(c3)OCO4)c2C1=O,0.988,1.2,-2.1,1.05,-3.8,-2.8,0.6,2.7,-4.6
O=C(O)c1ccccc1-c1nc2ccccc2c(=O)n1O,0.956,4.4,-0.2,0.952,-2.3,-5.0,-1.5,-3.4,4.8
CCC(CC)C(=O)Nc1cccc(C(=O)Nc2ccc(S(=O)(=O)Nc3ccc(C)cc3)cc2)c1,0.996,0.4,18.8*,1.05,11.0,-1.2,-6.0,-0.1,-5.3
O=C(N/N=C/c1ccc(Br)o1)c1cc([N+](=O)[O-])cc([N+](=O)[O-])c1,0.899,10.1,-2.4,0.985,-0.3,-1.4,-0.9,-0.4,1.5
CCN(Cc1ccc2c(c1)OCCO2)C(=O)CN1C(=O)NC2(CCCCC2)C1=O,1.04,-3.7,-1.3,0.84,-0.5,-4.1,2.3,0.0,16.0
C=CCNC(=O)/C(C#N)=C/c1ccc(SC)cc1,1,-0.1,-0.6,0.989,0.0,-5.6,-4.6,-8.1,1.1
O=C(O)c1ccc(NC(=S)Nc2ccccc2)cc1,1.03,-3.0,-1.7,0.993,-0.7,-3.6,0.0,-6.6,0.7
COc1ccc(CCC(=O)NNC(=O)c2cc(Cl)ccc2OC)cc1,0.948,5.2,0.1,1.44,0.3,-7.7,1.5,-0.7,-43.5
Cc1nc(NCCO)c(C#N)c2c1COC(C)(C)C2,1.08,-8.5,-0.2,1.19,0.6,-5.3,-2.5,-1.7,-18.7
CCCOc1ccc(N2C(=O)CC(SCC(N)C(=O)OCC)C2=O)cc1 (centres undefined),1.03,-3.5,-0.7,1.05,0.1,-2.4,0.6,-2.8,-5.2
CCN(CC)C(=O)c1ccc(NS(=O)(=O)c2ccccc2)cc1,1.07,-6.6,-2.8,0.934,0.7,-0.4,1.7,1.4,6.6
CSc1ccccc1C(=O)C1CCCN(S(=O)(=O)N(C)C)C1 (centres undefined),1.07,-6.8,2.0,0.977,-0.6,-1.0,0.0,2.0,2.3
COCCN(CCOC)C(=O)CN1C(=O)NC2(CCCc3sccc32)C1=O (centres undefined),0.963,3.7,-1.8,0.89,-0.4,-6.6,0.9,-3.7,11.0
CCC(C(=O)NCc1ccc(C)cc1)c1ccccc1 (centres undefined),0.941,5.9,0.0,0.957,0.5,-4.1,-0.6,-2.2,4.3
COCCNC(=O)CN1CCOc2ccccc21,1.05,-4.7,-1.8,1.06,-0.9,-4.0,-2.0,-0.2,-6.0
CCCCN1CNC(=S)N(CCc2ccc(OCC)c(OCC)c2)C1,1.14,-14.1,0.5,1.11,-1.4,7.2,-2.7,0.7,-11.4
Cc1cccc(OCC(=O)Nc2ccc(C(=O)Nc3ccccc3C(=O)O)cc2)c1C,0.865,13.5,9.1,0.976,0.0,-2.4,-4.5,-2.5,2.4

# More entries:
SMILES,mIAP act,mIAP block,GRIN3A LBD mod,hIAP activ,MPTP inh,A3G deaminase,MIN6 prolif,A3A deaminase,hIAP inh
O=C(NCC(c1ccco1)N1CCN(c2ccccc2F)CC1)c1cccs1 (centres undefined),0.997,0.3,1.4,0.989,0.3,-5.2,-2.5,-3.0,1.1
CC1=C(C(=O)N2CCOCC2)C(c2ccc(O)cc2)NC(=S)N1 (centres undefined),0.977,2.3,2.0,0.903,0.4,-5.9,-0.1,-5.1,9.7
Cc1cc(NC(=O)C2CC(c3c(F)cccc3Cl)=NO2)n(-c2ccccc2)n1 (centres undefined),1.07,-6.8,-3.1,1.01,-3.9,-10.3,6.8,-0.4,-0.7
CCSC1=NCN(CCCC(=O)O)CN1,0.969,3.1,0.2,1.38,-0.9,1.0,-0.1,1.4,-38.3
CC(OC(=O)c1ccccc1NCCO)C(=O)Nc1ccnn1C(C)C (centres undefined),1.06,-6.2,-1.0,1.17,-1.8,-9.0,2.1,-2.9,-16.8
O=C(c1ccc(Cl)cc1)N(Cc1cccs1)C1CCS(=O)(=O)C1 (centres undefined),1.01,-1.4,0.1,1.01,-3.3,-6.6,-4.1,-3.6,-1.5
CCN1CCc2nc(NC(=O)C(c3ccccc3)c3ccccc3)sc2C1,0.979,2.1,-0.2,1.09,4.0,-5.9,-3.4,-0.2,-8.7
CC(=O)Nc1ccc(NC(=O)C(C)OC(=O)c2cc(S(=O)(=O)N(C)C)ccc2N2CCCC2)cc1 (centres undefined),0.995,0.5,2.2,1.24,0.2,1.3,-2.2,-0.7,-24.2
CCC(=O)N(Cc1cc2ccccc2[nH]c1=O)c1ccccc1OC,0.911,8.9,-3.8,0.859,-0.3,-3.1,-3.4,-6.0,14.1
CN(CC(=O)Nc1ccccc1Cl)C(=O)CSc1nnc(N)s1,1.06,-5.7,-0.8,1.02,-1.7,-2.1,-0.1,11.5,-2.3
O=C(Nc1ccccc1)C1=C[C@H](c2ccc3c(c2)OCO3)C[C@H](OCc2ccc(CO)cc2)O1,0.917,8.3,-31.3,1.08,-2.1,0.1,-1.7,-0.1,-8.1

# Printed as active in GRIN3A LBD mod (from the list above):
molecule	mIAP act	mIAP block	GRIN3A LBD mod	hIAP activ	MPTP inh	A3G deaminase	A3A deaminase	hIAP inh
CCC(CC)C(=O)Nc1cccc(C(=O)Nc2ccc(S(=O)(=O)Nc3ccc(C)cc3)cc2)c1	0.996	0.4	18.8*	1.05	11.0	-1.2	-0.1	-5.3
